Shiga inhibitor: inhibitors of Shiga toxin in Vero cells; Vero cells, Shiga toxin protein synthesis inhibition reporter; inhibition, % at 38.7 µM; 9.2% of 290,000 active; AID 2315; in the data active = inhibition mostly above about 28%, no sharp cut-off; inactive = mostly below about 43%; also: 0% is about no effect
Pf growth 96h: P. falciparum growth inhibition at 96 hours. P. falciparum luciferase reporter growth, 96 h. Potency, µM (top dose mostly 28.7 µM), inactives show at the highest dose activity change, negative = inhibition, most hits filed as inhibitors. 6.9% of 320,000 active; also: potency is read from the fitted curve at half-maximal effect; % is scaled to controls: 0 for no effect and ±100 for the full control effect
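Parasite growth measured via integrated firefly luciferase reporter in P. falciparum. Infected erythrocytes at 2% hematocrit, 0.05% parasitemia final were treated 96 hours at 37 C under 5% CO2, and luminescence was read.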
LmPK inhibitor: blocks Leishmania mexicana pyruvate kinase activity; Potency, µM (highest dose often 57.5 µM), inactives show top-dose activity change, negative = inhibition, usual class: inhibitors; purified LmPK, Kinase-Glo ATP luminescence, 1 h; AID 1721; 0.37% of 290,000 active; also: potency is read from the fitted curve at half-maximal effect; % is scaled to controls: 0 for no effect and ±100 for the full control effect
Target sequence (Q27686 whole entry, looked up): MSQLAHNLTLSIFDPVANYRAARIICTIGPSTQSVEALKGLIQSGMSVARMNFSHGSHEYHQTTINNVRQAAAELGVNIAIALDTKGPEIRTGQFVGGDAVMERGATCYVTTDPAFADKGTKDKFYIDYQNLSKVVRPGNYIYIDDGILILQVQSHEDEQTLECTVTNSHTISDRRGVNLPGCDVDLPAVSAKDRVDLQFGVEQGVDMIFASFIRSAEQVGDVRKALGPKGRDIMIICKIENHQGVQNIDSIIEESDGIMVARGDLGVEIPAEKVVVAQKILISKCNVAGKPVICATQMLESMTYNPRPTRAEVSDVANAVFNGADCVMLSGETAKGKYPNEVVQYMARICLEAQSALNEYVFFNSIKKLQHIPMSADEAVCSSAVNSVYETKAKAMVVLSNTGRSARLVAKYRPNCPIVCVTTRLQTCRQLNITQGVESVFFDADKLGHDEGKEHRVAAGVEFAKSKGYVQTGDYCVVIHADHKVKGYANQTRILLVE
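Pyruvate kinase activity monitored as ATP production (luciferase luminescence). Conditions: 0.1 nM enzyme, 0.5 mM PEP, 0.1 mM ADP, 1 h, RT; normalized against uninhibited and no-enzyme wells.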
Pf growth 48h: P. falciparum growth inhibition at 48 hours (one generation). P. falciparum luciferase growth in erythrocytes, 48 h. Potency, µM (top dose mostly 28.7 µM), for the others: top-dose activity change, negative = inhibition, most hits filed as inhibitors. 5.9% of 310,000 active. AID 504832; also: potency is read from the fitted curve at half-maximal effect; % is scaled to controls: 0 for no effect and ±100 for the full control effect
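Growth was read as firefly luciferase luminescence after a 48 h, 37 C, 5% CO2 exposure of compounds to reporter-bearing P. falciparum cultures (0.1% parasitemia, 2% hematocrit final) in Albumax-supplemented RPMI 1640.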
CHX counter: counter-screen for Shiga toxin inhibitors: cycloheximide protein synthesis inhibition. cell reporter, cycloheximide protein synthesis inhibition counterscreen. max response, %. 12% of 300,000 active; in the data active = max response mostly above about 13%, no sharp cut-off; inactive = mostly below about 14%; also: read at 38.3 µM for the half of the compounds with a filed dose; 0% is about no effect
AmpC no deterg: blocks E. coli AmpC beta-lactamase in detergent-free assay. P00811. AmpC nitrocefin hydrolysis, absorbance 480 nm, 0.0001% Triton. Potency, µM (doses to about 57.1 µM), without a hit: at the top dose activity change, negative = inhibition, usual class: inhibitors. 0.52% of 330,000 active;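 also: potency is read from the fitted curve at half-maximal effect; plate controls were no compound for no effect and no enzyme for full effect; nearly all actives have a fitted effect of over 20% in size; some results filed as inactive show a strong effect at the top dose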
Target sequence (P00811 whole entry, looked up): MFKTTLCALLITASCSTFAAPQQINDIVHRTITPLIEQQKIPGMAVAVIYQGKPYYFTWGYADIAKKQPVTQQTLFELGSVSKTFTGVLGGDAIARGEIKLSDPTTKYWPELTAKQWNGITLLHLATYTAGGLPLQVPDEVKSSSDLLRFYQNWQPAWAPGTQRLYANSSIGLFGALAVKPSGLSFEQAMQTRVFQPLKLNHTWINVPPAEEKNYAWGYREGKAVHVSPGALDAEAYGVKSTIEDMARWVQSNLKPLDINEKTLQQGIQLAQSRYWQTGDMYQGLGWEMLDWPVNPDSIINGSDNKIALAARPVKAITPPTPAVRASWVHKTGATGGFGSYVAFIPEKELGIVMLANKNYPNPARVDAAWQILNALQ
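20 mM phosphate pH 7.0 + 0.01% (detergent screen) or 0.0001% Triton X-100; 5.3 nM AmpC reagent; cpd preinc 15 min RT; nitrocefin (800 uM stock) to start; A480 q20 s × 4 min; Activity was normalised to no-enzyme and no-compound control wells.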
TbPYK inhibitor: blocks Trypanosoma brucei pyruvate kinase. Q57TT1. TbPYK enzyme, Kinase-Glo Plus ATP luminescence, 45 min. Potency, µM (top dose mostly 76.8 µM), inactives show at the highest dose activity, negative = inhibition, actives largely listed as inhibitors. 0.12% of 410,000 active; also: potency is read from the fitted curve at half-maximal effect; % is scaled to controls: 0 for no effect and ±100 for the full control effect; nearly all actives have a fitted effect of over 50% in size
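Quantitative HTS: titrated library compounds versus trypanosomal pyruvate kinase in TEA buffer (pH 7.2) containing KCl, MgCl2, BSA and Tween-20. Reactions were initiated with ADP, 130 uM final. Kinase-Glo Plus luminescence was read after 45 min at RT.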
Active calls of the source: *; i = inactive; u = inconclusive; x = not tested or not shown; & = joins results of further samples; [ ] = remark or other dose. Unless noted, calls follow the shape of the dose curve; as a rule, active = well fitted curve in the direction sought with a large enough effect; inconclusive = small, poorly fitted or top-dose-only effect, or another doubt; inactive = no such curve, though single readings can be large; an effect the other way counts as inactive or inconclusive.

SMILES	Shiga inhibitor	Pf growth 96h	LmPK inhibitor	Pf growth 48h	CHX counter	AmpC no deterg	TbPYK inhibitor
COc1ccccc1NC(=S)N(CCCN(C)C)Cc1cc2cc3c(cc2[nH]c1=O)OCO3	-4	4%	2%	-20%	-2	35%	2%
Cc1nc([N+](=O)[O-])c(SCC(O)CCl)n1Cc1ccc(Cl)cc1 (stereo not drawn)	-17	47%[activator]	-1%	6%	-8	30%	-2%
CCOP(=O)(OCC)c1ccc(O)cc1	-5	38%[activator]	1%	16%	10	-21%	-2%
CCCN(CCC)CC(O)CN(c1cc([N+](=O)[O-])ccc1OC)S(=O)(=O)c1ccccc1 (stereo not drawn)	-2	u	-2%	u	-6	9%	-4%
COc1cc(NC(=O)c2cc(-c3ccccc3)on2)cc(OC)c1OC	5	11%	-2%	19%	2	1%	1%
CC(=O)Nc1ccc(S(=O)(=O)NCCS(=O)(=O)N2CCN(c3ccccc3)CC2)cc1	-2	18%	1%	-15%	-3	-9%	-8%
CCCc1cc(=O)oc2c(C)c(O)c(CN3CCCCC3)cc12	8	2.1µM*	0%	1.7µM*	2	11%	1%
COc1cc(CNCCCN2CCOCC2)ccc1OCC(=O)NC(C)(C)C	-6	0%	-1%	-15%	-2	-24%	3%
COc1ccc(N2CCN(C(=O)Cc3ccc(OC)c(OC)c3)CC2)cc1	6	u	1%	-26%	2	48%	u
O=C(Cc1coc(-c2ccc(F)cc2)n1)NC1CCCCC1	-9	u	-6%	4%	0	-5%	-4%
CC(=O)NC/C(C)=N\Nc1ccc([N+](=O)[O-])cc1	3	u	5%	-11%	10	-28%	6%
O=C(COC(=O)c1ccccc1)Nc1cc(S(=O)(=O)N2CCCCCC2)ccc1Cl	x	-24%	x	u	x	-32%	-3%
O=C1NC(=O)C2(C(=O)N1)C(c1ccc(F)cc1)NC(=S)NC2c1ccc(F)cc1 (stereo not drawn)	-6	u	0%	x	-3	-21%	-5%
COc1ccc(NC(=O)CC#N)cc1OC	-9	u	-5%	-4%	-1	-1%	6%
COc1ccccc1N1CCN(/N=C\C(Br)=C\c2ccccc2)CC1	26	-1%	2%	32%[activator]	21	29%	-6%

Limited to Pf growth 96h, LmPK inhibitor and Shiga inhibitor, for some of the entries so far:
structure,Pf growth 96h,LmPK inhibitor,Shiga inhibitor
COc1ccc(N2CCN(C(=O)Cc3ccc(OC)c(OC)c3)CC2)cc1,u,1%,6
O=C(Cc1coc(-c2ccc(F)cc2)n1)NC1CCCCC1,u,-6%,-9

Remaining list, next part.
SMILES	Shiga inhibitor	Pf growth 96h	LmPK inhibitor	Pf growth 48h	CHX counter	AmpC no deterg	TbPYK inhibitor
CCN(CC(=O)Nc1cccc(C(C)=O)c1)S(=O)(=O)c1ccc(C)cc1	-3	3%	-3%	-22%	-2	-19%	-1%
Cc1cc(C)cc(NC2=NC3(CCCCC3)N=C(N)N2)c1	-2	1µM*	8%	x	-4	15%	-3%
NC(=O)c1cccc(NC(=O)Nc2ccc(Cl)cc2)c1	22	u	-1%	16%	19*	1%	1%
CCC(C)(C)NC(=O)C(c1ccc(OC)cc1)N(C(=O)CCC(=O)Nc1cc(C)on1)c1ccc(OC)cc1OC (stereo not drawn)	8	26%	-2%	u	-1	112%[activator]	5%
Cc1ccc(S(=O)(=O)N2CCC(C(=O)N3CCN(Cc4ccccc4)CC3)CC2)cc1	-11	u	1%	4%	-2	177%[activator]	0%
O=C(Cn1cnc2ccccc2c1=O)NCCC(=O)Nc1ccc(F)cc1	16	3%	-5%	20%	-2	-15%	4%&-4%
COC(=O)c1ccccc1S(=O)(=O)Nc1ccc(OC)nc1	2	u	1%	14%	-2	-23%	4%
Cc1ccc(NC(=O)C(=O)NCCCN2CCCC2=O)cc1	x	184%[activator]	x	15%	x	-1%	-5%
Cc1cc(C)nc(Nc2cc([N+](=O)[O-])ccc2C)n1	-6	6%	-1%	16%	7	-19%	2%
NNC(=O)C1c2ccccc2Oc2ccccc21	3	u	0%	u	-2	-33%	0%
Cc1ccc(NC(=S)N2CCC(NC(=O)c3ccc(F)cc3)CC2)cc1C	-8	12%	-10%	-18%	6	-7%	-8%
CN(C)/C=C/C(=O)c1ccc(Cl)cc1	-5	33%[activator]	-4%	-18%	9	-43%	0%
Cc1ccc(S(=O)(=O)c2cc3ccccc3oc2=Nc2ccc3c(c2)OCO3)cc1	9	29%	0%	-4%	-1	-13%	-5%
O=C(Nc1cccnc1)c1c(F)c(F)c(F)c(F)c1F	-13	x	-1%	u	-3	-23%	2%
CC(=O)c1ccc(Oc2cc(C)nc(N3CCOCC3)n2)cc1	20	8%	2%	34%[activator]	13*	-4%	3%

5 compounds from above, ordered by heavy-atom count, high to low.
SMILES	Shiga inhibitor	Pf growth 96h	LmPK inhibitor	Pf growth 48h	CHX counter	AmpC no deterg	TbPYK inhibitor
CCC(C)(C)NC(=O)C(c1ccc(OC)cc1)N(C(=O)CCC(=O)Nc1cc(C)on1)c1ccc(OC)cc1OC (stereo not drawn)	8	26%	-2%	u	-1	112%[activator]	5%
Cc1ccc(S(=O)(=O)c2cc3ccccc3oc2=Nc2ccc3c(c2)OCO3)cc1	9	29%	0%	-4%	-1	-13%	-5%
CC(=O)c1ccc(Oc2cc(C)nc(N3CCOCC3)n2)cc1	20	8%	2%	34%[activator]	13*	-4%	3%
NC(=O)c1cccc(NC(=O)Nc2ccc(Cl)cc2)c1	22	u	-1%	16%	19*	1%	1%
CN(C)/C=C/C(=O)c1ccc(Cl)cc1	-5	33%[activator]	-4%	-18%	9	-43%	0%

Additional records
SMILES	Shiga inhibitor	Pf growth 96h	LmPK inhibitor	Pf growth 48h	CHX counter	AmpC no deterg	TbPYK inhibitor
O=C(Nc1cc(F)ccc1F)C1CCCN1S(=O)(=O)c1cccc2nsnc12 (stereo not drawn)	-2	4%	-6%	-1%	-2	-12%	-5%
COc1cc(C2C(C#N)=C(N)Oc3cc(N(C)C)ccc32)cc2c1OCO2 (stereo not drawn)	-13	-9%	5%	u	-3	-11%	2%
O=C1/C(=C/c2ccc(Cl)cc2)SC(=S)N1CCC(=O)N1CCCCC1CCO (stereo not drawn)	7	13µM*	-7%	-9%	-18	72%[activator]	-7%
CN1CCN(C(=O)C2=C[C@@H](c3csc4ccccc34)C[C@@H](OCCCCO)O2)CC1	14	35%[activator]	1%	21%	9	143%[activator]	-4%
COc1cc(/C=C(\NC(=O)c2cc(OC)c(OC)c(OC)c2)C(=O)NC(C(=O)O)c2ccccc2)cc(OC)c1OC (stereo not drawn)	-8	13µM*	-6%	0%	10	-8%	8%
O=C(CCn1c2c(c3ccccc31)CCCC2)NNC(=O)c1ccc([N+](=O)[O-])cc1	-4	-2%	2%	-2%	0	-30%	15%
Cc1ccc([N+](=O)[O-])cc1NC(=S)NC(=O)c1c(Cl)cnn1C	-13	9%	1%	41%[activator]	8	-18%	5%
CC1(C)C(=O)OC(C(=O)c2ccccc2)C2(CCCCC2)C1=O (stereo not drawn)	8	u	4%	13%	-1	3%	0%
CC1CCN(C(=S)c2cn(Cc3ccccc3F)c3ccccc23)CC1	16	13µM*	-2%	7.4µM*	8	-34%	-9%
CCc1ccc(CN2CCC(CO)(CC3CCCCO3)CC2)o1 (stereo not drawn)	-1	13%	0%	3%	-1	-5%	-3%
COc1ccccc1CN1C[C@@H]2C[C@@H](c3ccc4nsnc4c3)N3CCC[C@@]23C1=O	11	18%	5%	u	-1	94%[activator]	-6%
COc1ccc(CN(Cc2ccccn2)S(=O)(=O)c2ccc(-n3cnnn3)cc2)cc1	-5	x	5%	-28%	7	39%	0%
CCOC(=O)C1=C(C)NC(C)=C(C(=O)OCC)C1c1ccccn1	-19	u	3%	-9%	-7	-8%	5%&2%
COc1ccc(/C=N/N=C(/N)N[N+](=O)[O-])c(OC)c1	29*	83%[activator]	0%	80%[activator]	29*	-11%	-4%
N/C(=N\OC(=O)COc1ccc(Cl)cc1Br)c1ccncc1	137*	108%[activator]	3%	i	64*	4%	2%
Cc1ccc(-c2cc(C(=O)NCCc3ccc(S(N)(=O)=O)cc3)c3ccccc3n2)cc1	41	u	0%	u	17*	-34%	-13%
CCn1cc(C(=O)O)c(=O)c2cnc(N3CCN(C(=S)NC(=O)c4ccccc4)CC3)nc21	-3	u	-29%	49%[activator]	-1	0%	9%
CN1CCCN(S(=O)(=O)c2ccc(O)c(C(=O)O)c2)CC1	-11	-8%	-1%	-4%	-1	-14%	2%
COc1cc(C)ccc1OCc1cc(C(=O)N2CCN(C3CCCCC3)CC2)no1	58*	-45%	1%	12%	48*	169%[activator]	0%
CCOc1ccccc1OCC(=O)NCCc1ccc(S(N)(=O)=O)cc1	-12	83%[activator]	1%	1%	-1	-18%	5%
CN(C)c1ccc(/C=C/C(=O)c2cccc(Br)c2)cc1	127*	u	-14%	81%[activator]	64*	47%[activator]	-8%
O=C(COc1ccc2ccccc2c1)Nc1ccc2c3c(cccc13)CC2	-11	-3%	-1%	-4%	-2	-52%	-1%
CC(C)CCn1c(=O)[nH]c2ccccc21	1	15%	3%	1%	-1	-2%	2%
C=CCSc1nc(C)c(CCC(C)C)c(=O)[nH]1	7	-34%	7%	11%	1	-25%	1%
CCOc1ccc(/C=N/N2C(C)CCCC2C)cc1OC (stereo not drawn)	12	10µM*	2%	x	-2	0%	6%
O=C1c2ccccc2-c2onc3ccc(Oc4ccccc4)c1c23	10	37%[activator]	2%	8%	-3	-12%	-7%
O=C(NC12CC3CC(CC(C3)C1)C2)c1ccc(S(=O)(=O)N2CCOCC2)cc1	14	u	0%	8%	-2	0%	6%
COc1ccc(CCN(/C=C2\Sc3ccccc3C2=O)C(C)=O)cc1OC	91	38%[activator]	6%	100%[activator]	42*	-16%	-13%
CCOC(=O)COn1c(=O)c(=O)n(O)c2ccccc21	-13	-1%	-1%	7%	-5	-5%	-8%
Cc1cc(C(=O)CSc2nc(N)cc(=O)[nH]2)c(C)n1Cc1ccco1	-6	-25%	-1%	-7%	-1	-15%	-6%

One compound at a time (already shown). Values in the order: Shiga inhibitor	Pf growth 96h	LmPK inhibitor	Pf growth 48h	CHX counter	AmpC no deterg	TbPYK inhibitor
Results for CN(C)c1ccc(/C=C/C(=O)c2cccc(Br)c2)cc1 = 127*	u	-14%	81%[activator]	64*	47%[activator]	-8%
Results for CCn1cc(C(=O)O)c(=O)c2cnc(N3CCN(C(=S)NC(=O)c4ccccc4)CC3)nc21 = -3	u	-29%	49%[activator]	-1	0%	9%
Results for COc1ccc(CCN(/C=C2\Sc3ccccc3C2=O)C(C)=O)cc1OC = 91	38%[activator]	6%	100%[activator]	42*	-16%	-13%

Screening data from PubChem BioAssay.
